Screening results (PubChem BioAssay)
DNA Pol III inh – blocks replication by bacterial DNA polymerase III holoenzyme. AID 603. Potency, µM (series often up to 57.1 µM), for the others: at the top dose activity change, negative = inhibition. reconstituted DNA polymerase III holoenzyme replication, biochemical. 71,000 tested, 0.25% active; also: potency is read from the fitted curve at half-maximal effect; % is scaled to controls: 0 for no effect and ±100 for the full control effect
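Reconstituted *E. coli* holoenzyme (0.35 nM Pol III, 1 nM beta, 154 nM SSB, 2 nM primase) was preincubated with compound for 15 min at RT. Synthesis on 1.4 nM ssM13Gori ran 35 min, then was stopped with PicoGreen/EDTA and read as dsDNA fluorescence.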
FLuc inh – blocks Photinus pyralis firefly luciferase activity; 72,000 tested, 2.2% active; purified firefly luciferase, luminescence, 8 min; Potency, µM (doses to about 57.1 µM), for inactives: top-dose activity change, negative = inhibition, usual class: inhibitors; P08659; also: potency is read from the fitted curve at half-maximal effect; % is scaled to controls: 0 for no effect and ±100 for the full control effect; nearly all actives have a fitted effect of over 40% in size
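Compounds were tested as concentration series (qHTS) against purified P. pyralis luciferase with luciferin and 10 uM ATP in 50 mM imidazole pH 7.2, 50 mM KCl, 7 mM MgCl2, 0.01% Tween 20, 0.05% BSA. Luminescence was read after 8 min at ambient temperature.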
HBB splicing – alters splicing of the hemoglobin beta chain; Potency, µM (top dose mostly 46.1 µM), for inactives: top-dose activation, usual class: activators; 65,000 tested, 0.06% active; AID 925; HBB splicing reporter cell assay, activation; EGFP reporter with mutant IVS2-654 intron; response scale: normalised to 500 nM splice-correcting PNA; also: potency is read from the fitted curve at half-maximal effect; 0% is about no effect
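Compounds were applied for 2 days to HeLa EGFP-654 cells, 500/well in Optimem with 2% FCS. The reporter's EGFP is disrupted by mis-splicing of beta-globin intron IVS2-654. Readout: summed well GFP fluorescence from 488 nm laser scanning; reference was 500 nM antisense […] 654 PNA.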
CRE Fsk mod – CRE-bla signaling modulation under forskolin stimulation; CHO CRE-bla reporter (cAMP response element driving beta-lactamase), forskolin EC10, beta-lactamase ratio; Potency, µM (titrated, usually from 38.2 µM), for the others: at the top dose activity change, negative = inhibition, hits mostly activators; 71,000 tested, 2.5% active; active = well fitted activation curve with a large enough effect in the signal ratio, with a control signal flat, not every such curve was filed as active; inconclusive = small, poorly fitted or top-dose-only effect, or effect the other way, or a change in a side signal; the % refers to the signal ratio; also: potency is read from the fitted curve at half-maximal effect; % of control where 0% means no effect
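qHTS titration format; CRE-bla CHO reporter; stimulus EC10 NKH 477, a water-soluble forskolin. Read: CCF4 460/530 nm ratio. Potency expressed as AC50 for activators or inhibitors.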
Texas Red fluor – compound fluoresces in the Texas Red spectral region. Compound fluorescence, Texas Red channel, 547/618 nm; hits give high values. max dye-equivalent concentration, M. 59,000 tested, 0.06% active; in the data active = max dye-equivalent concentration above about 10 nM; inconclusive = between about 1.1 nM and that limit
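Compound titrations in 100 mM Tris pH 8.0 were incubated 15 min at room temperature and read at 547 nm excitation / 618 nm emission. Texas Red six-point standard curve on each plate converted fluorescence to dye-equivalent concentration.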
Rhodamine autofl – compound fluoresces in the rhodamine spectral region; Rhodamine-region fluorescence, 547/598 nm, Tris buffer; hits give high values; max dye-equivalent concentration, M; 59,000 tested, 0.05% active; in the data active = max dye-equivalent concentration above about 11 nM; inconclusive = between about 1.1 nM and that limit
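Compounds in 100 mM Tris buffer, pH 8.0, were incubated 15 min at room temperature, then read at 547 nm excitation and 598 nm emission. Fluorescence was normalized against a per-plate six-point rhodamine standard curve as dye-equivalent concentration.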
ERK AVP block – blocks ERK signaling stimulated by vasopressin; Potency, µM (titrated, usually from 57.5 µM), without a hit: at the highest dose activity, negative = inhibition, usual class: inhibitors; AID 995; HEK293-V1b, vasopressin-stimulated pERK AlphaScreen; 72,000 tested, 0.99% active; also: potency is read from the fitted curve at half-maximal effect; % is scaled to controls: 0 for no effect and ±100 for the full control effect; nearly all actives have a fitted effect of over 55% in size
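qHTS, compounds titrated on V1b-expressing HEK293 cells. Preincubation 30 min at 37C, vasopressin 25 nM for 5 min, lysis 10 min, bead incubation 5 hr at room temperature.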
Tau filament bind – tau filament binding; P10636; recombinant tau filaments, thioflavin S fluorescence, 15 h; filaments grown with octadecylsulfate alongside compound; Potency, µM (titrated, usually from 57.1 µM), for the others: at the top dose activity change, negative = inhibition; 71,000 tested, 2% active; AID 596;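 also: potency is read from the fitted curve at half-maximal effect; % is scaled to controls: 0 for no effect and ±100 for the full control effect; actives lower thioflavin S fluorescence by blocking filaments or displacing dye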
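Thioflavine S fluorescence (ex 450, em 510 nm) reports filaments formed from 1 uM human tau plus 30 uM ODS over 15 h at 37 C (10 mM HEPES pH 7.4, 100 mM NaCl, 5 mM DTT); compounds displacing dye or blocking filaments lower signal.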
15-hLO inh – blocks human 15-lipoxygenase activity | P16050 | 74,000 tested, 1.4% active | purified 15hLO-1, xylenol orange hydroperoxide absorbance | Potency, µM (series often up to 57.1 µM), for the others: top-dose activity change, negative = inhibition, most hits filed as inhibitors; also: potency is read from the fitted curve at half-maximal effect; % is scaled to controls: 0 for no effect and ±100 for the full control effect; nearly all actives have a fitted effect of over 55% in size
Target sequence (P16050 whole entry, looked up): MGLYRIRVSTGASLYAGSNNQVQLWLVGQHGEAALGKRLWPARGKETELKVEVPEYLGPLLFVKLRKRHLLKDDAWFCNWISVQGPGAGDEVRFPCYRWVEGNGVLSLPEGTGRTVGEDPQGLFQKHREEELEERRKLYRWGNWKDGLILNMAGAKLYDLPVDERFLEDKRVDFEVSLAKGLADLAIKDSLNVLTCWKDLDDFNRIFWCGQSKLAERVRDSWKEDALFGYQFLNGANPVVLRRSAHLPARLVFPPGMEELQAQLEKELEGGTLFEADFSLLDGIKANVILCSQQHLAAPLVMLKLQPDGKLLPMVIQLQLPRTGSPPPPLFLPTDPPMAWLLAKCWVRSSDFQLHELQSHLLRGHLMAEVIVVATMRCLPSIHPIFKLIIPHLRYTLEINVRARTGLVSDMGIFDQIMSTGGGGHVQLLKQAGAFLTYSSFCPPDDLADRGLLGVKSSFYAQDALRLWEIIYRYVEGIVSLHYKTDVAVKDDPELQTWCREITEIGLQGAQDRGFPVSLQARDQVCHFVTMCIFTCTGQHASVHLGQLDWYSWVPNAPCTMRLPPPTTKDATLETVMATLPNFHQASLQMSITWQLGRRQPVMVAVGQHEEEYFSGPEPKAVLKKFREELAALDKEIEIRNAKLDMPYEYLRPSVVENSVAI
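Inhibition is scored from a chromogenic endpoint. After 15 min enzyme-compound contact, arachidonic acid (50 uM final) reacts 6 min with 40 nM 15hLO-1 at room temperature, then Fe-XO reagent is added for 30 min and absorbance ratio recorded.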
HADH2 inhib – inhibitors of human HADH2 dehydrogenase; recombinant HADH2, NADH fluorescence, beta-hydroxybutyryl-CoA; Potency, µM (titrated, usually from 57.1 µM), for the others: at the highest dose activity change, negative = inhibition, most hits filed as inhibitors; 73,000 tested, 3.4% active; AID 886; also: potency is read from the fitted curve at half-maximal effect; % is scaled to controls: 0 for no effect and ±100 for the full control effect; nearly all actives have a fitted effect of over 60% in size; many of its hits are not listed in these tables
Target sequence (Q99714 whole entry, looked up, one chain of several): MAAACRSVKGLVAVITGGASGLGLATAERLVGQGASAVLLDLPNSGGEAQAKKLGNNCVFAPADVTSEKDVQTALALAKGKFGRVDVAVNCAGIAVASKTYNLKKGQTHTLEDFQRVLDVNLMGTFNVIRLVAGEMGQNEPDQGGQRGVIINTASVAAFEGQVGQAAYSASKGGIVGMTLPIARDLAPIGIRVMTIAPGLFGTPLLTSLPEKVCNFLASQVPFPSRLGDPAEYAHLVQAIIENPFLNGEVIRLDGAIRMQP
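Activity measured as NADH fluorescence gain (360/450 nm), taken as the change between first and last reads of a 4-min kinetic run. Conditions: pH 9.0 Tris buffer, 20 nM E. coli-expressed His-tagged enzyme, 1 mM NAD+, 90 uM beta-hydroxybutyryl-CoA; 15-min compound preincubation.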
Hsp90 Hop PPI – changes Hsp90-Hop TPR2A binding signal, up or down; AlphaScreen TPR2A-His6 binding biotin-Hsp90 C-terminal peptide; Potency, µM (highest dose often 57 µM), for the others: top-dose activity change, negative = inhibition; 71,000 tested, 0.44% active; active = well fitted curve in either direction with a large enough effect; inconclusive = small, poorly fitted or top-dose-only effect, or another doubt; also: potency is read from the fitted curve at half-maximal effect; % is scaled to controls: 0 for no effect and ±100 for the full control effect; many of its hits are not listed in these tables
An asterisk follows results filed as active; i = inactive; ? = inconclusive; nt = not tested or not shown; & = joins results of further samples; [ ] = dose if it differs, or a comment. Unless noted, calls follow the shape of the dose curve; as a rule, active = well fitted curve in the direction sought with a large enough effect; inconclusive = small, poorly fitted or top-dose-only effect, or another doubt; inactive = no such curve, though single readings can be large; an effect the other way counts as inactive or inconclusive.

Screens in order: HBB splicing, DNA Pol III inh, CRE Fsk mod, Texas Red fluor, 15-hLO inh, HADH2 inhib, Rhodamine autofl, FLuc inh, Tau filament bind, Hsp90 Hop PPI, ERK AVP block
> C[C@@]12CC[C@H](O)C[C@@H]1CC[C@H]1[C@H]2C[C@@H](O)[C@]2(C)[C@@H](C3=CC(=O)OC3)CC[C@@]12O
→ nt, 1%, -5%, i, nt, 18%, i, 2%[11.4 µM], -10%, ?, nt
> CCN1C[C@@]2(C)CC[C@H](O)[C@@]34[C@@H]5C[C@H]6[C@H](O)[C@@H]5[C@](O)(C[C@@H]6OC)[C@H](C[C@@H]23)[C@H]14
→ nt, -3%, ?, i, nt, 10%, i, 2%[11.4 µM], ?, 6%, nt
> CC(C)CNCCc1ccccn1
→ 1.8%[9.22 µM], -5%[11.4 µM], -8%[7.6 µM], i, -1%[11.4 µM], 4%[11.4 µM], i, 0%[11.4 µM], -7%[11.4 µM], -7%[11 µM], -8%[11.5 µM]
> CC(C)CN1CCCC2(CCN(C(=O)Oc3ccccc3)CC2)C1
→ 2.3%, -3%, -3%, i, ?, 8%, i, -2%[11.4 µM], 8%, -1%, -6%
> CC(=O)N1CCC2(CC1)CC(=O)c1cc(OCC(=O)N3CCN(C)CC3)ccc1O2
→ -0.3%, -1%, 3%, i, 11%, 13µM*, i, 3%, 3%, -7%, 0%
> CN1[C@@H]2CC[C@H]1CC(OC(c1ccc(F)cc1)c1ccc(F)cc1)C2 (some centres undefined)
→ nt, -1%, ?, nt, -21%[25.6 µM], 3%, nt, -1%, ?, -1%, -2%
> C=CCn1c(O)c(C(CC)=NCCCO)c(=O)[nH]c1=O
→ -0.9%[1.84 µM], 0%, 23%, i, 1%, -3%, i, 0%, -2%, 2%, 11%
> CCOC(=O)c1c(C)n(Cc2ccccc2)c2ccc(OCC(O)CN3C(=O)CNC3=O)cc12 (centres undefined)
→ -1.7%, 0%, ?, i, -5%, 5%, i, 1%, 42%, -6%, ?
> O=c1c2ccccc2nc(CN2CCCCCC2)n1-c1ccc(F)cc1
→ 1.0%, -5%, 12%, i, -22%, 2%, i, -1%, 42%, -7%, 18%
> CN1CC[C@@]2(CCCN(C(=O)c3ccncc3)C2)C1
→ 1.6%, -6%, 0%, i, -2%, -2%, i, 0%[11.4 µM], 10%, -3%, 4%
> O=C(Nc1cccnc1)c1c(O)c2c(n(Cc3ccccc3)c1=O)CCCC2
→ 3.3%[0.369 µM], -4%, 9%, i, 19%, -5%, i, -2%, 42%, -1%, -15%
> CCCC(C)n1[nH]c(=O)c2c1NC(=O)CSC2c1ccc(OC)c(OC)c1 (centres undefined)
→ -1.3%, 0%, -5%, i, -3%, 7%, i, 0%, -4%, 2%, -28%
> CC1=CC(=O)C2=C(C)CC(O)C3C(C)C(=O)OC3C12 (centres undefined)
→ nt, -7%, -5%, i, 7%, -11%, i, 2%, -1%, 1%, ?
> Cc1cccnc1-n1c(CN2C(=O)c3ccccc3C2=O)nc2ccccc2c1=O
→ -0.2%, -1%, ?, i, 5%, 4%, i, -1%, -10%, -3%, -13%
> NCC[Se][Se]CCN
→ -0.2%[9.22 µM], -8%[11.4 µM], 4%[7.6 µM], i, -9%[11.4 µM], 1%[11.4 µM], i, -28%[11.4 µM], -4%[11.4 µM], -11%[11 µM], -5%[11.5 µM]
> O=C1C2CCCN2C(c2cccnc2)N1c1cccc(Cl)c1 (centres undefined)
→ -0.7%, -2%, -9%, nt, 4%, 5%, nt, 0%, -6%, 0%, -3%
> CN(C)C(=O)Oc1ccc(OC(=O)N(C)C)cc1
→ 1.5%, 0%, 1%, nt, 10%, -1%, nt, 0%, -4%, -3%, -11%
> NC1CCC(CC2CCC(N)CC2)CC1 (centres undefined)
→ -0.7%, 4%, 0%, nt, -7%, 0%, nt, nt, ?, -7%, 21%
> COc1cccc(OC)c1C1=NCC(=O)Nc2c1oc1ccc(Br)cc21
→ -0.7%, -1%, ?, nt, ?, -8%, nt, -1%, 4%, -13%, 1%
> CCCCn1c(O)c(C(CC)=Nc2ccc(OCC)cc2)c(=O)[nH]c1=O
→ 10%[0.369 µM], -2%, 12%, i, -14%, -8%, i, 1%, -3%, 2%, 8%
> CCOP(=O)(C#CC(C)(C)C)C(O)(c1ccccc1)C(F)(F)F (centres undefined)
→ -2.3%[57.5 µM], -8%, ?, i, -1%, 2%, i, 1%, -7%, 3%, 14%
> CC[C@H](CO)NC(=O)[C@H]1C=C2c3cccc4[nH]cc(c34)C[C@@H]2N(C)C1
→ 1.3%[20.6 µM], -2%[25.6 µM], -9%[17.1 µM], i, 10%[25.6 µM], 16µM*, i, 3%[25.5 µM], 47%[25.6 µM], 0%[26 µM], -3%[25.7 µM]
> Cc1cccc(NC(=O)CSc2nnc([C@@H](N)Cc3c[nH]c4ccccc34)o2)c1C
→ -2.9%[57.5 µM], -4%, -11%, i, 0%, 18%, i, -1%, 10%, -5%, -12%
> CC(=O)Nc1ccccc1OC(=O)N(C)C
→ nt, -7%, ?, i, -5%, 1%, i, 6%, -9%, -1%, -10%
> CS(=O)(=O)Nc1ccc(Cc2noc(-c3ccc4[nH]cc(CCN)c4c3)n2)cc1
→ nt, -6%, ?, nt, 2%[25.6 µM], 7%, nt, 0%, ?, -9%, -7%
> Nc1ccccc1N=Cc1c(O)n(CCC2=CCCCC2)c(=O)[nH]c1=O
→ 0.7%[1.84 µM], -2%, ?, i, -6%, 10%, i, -22%, 87%, -3%, -14%
> COc1ccc(C(c2ccc(OC)cc2)C(Cl)(Cl)Cl)cc1
→ -1.7%&-0.7%, -5%&1%, ?, nt, -12%&-24%, -13%&-5%, nt, nt, -6%&-3%, ?, 24%&41%
> CC(=O)O[C@H]1CC[C@@]2(C)[C@@H](CC[C@H]3[C@H]2CC(=O)[C@]2(C)[C@@H]3C[C@@H](N3CC3)[C@H]2C(C)=O)C1
→ 1.8%[9.22 µM], -9%[11.4 µM], 0%[7.6 µM], i, 8%[11.4 µM], 17%[11.4 µM], i, 1%[11.4 µM], 46%[11.4 µM], -6%[11 µM], 20%[11.5 µM]
> CC(C(N)=O)N1CC(c2ccc(Cl)cc2)CC1=O (centres undefined)
→ -1.8%[57.5 µM], -2%, 5%, i, 10%, -3%, i, 1%, -2%, -3%, 11%
> COc1ccc(NC(=O)N2CC[C@@]3(CCCN(C(=O)Oc4ccccc4)C3)C2)cc1
→ -0.7%, 4%, -4%, i, -6%, 12%, i, 3%[11.4 µM], 2%, -1%, 4%
> O=C(CCn1c(=O)oc2ccccc21)N1CCC2(CC1)OCCO2
→ -1.0%, -10%, 11%, i, 3%, -5%, i, -3%, -11%, -1%, -7%
> CCCC1(CCC)C(=O)NC(=NCc2ccccc2)NC1=O
→ -0.2%[57.5 µM], 1%, ?, i, 3%, ?, i, 4%, 2%, 1%, 14%
> CC(O)CCl (centres undefined)
→ -0.2%, -4%, -4%, nt, 2%, 1%, nt, nt, 11%, -1%, -10%
> S=C(S)N1CCCC1
→ 2.1%, -4%&-2%, ?, i, ?, 0.25µM*, i, -11%&3%, ?, -7%&-12%, ?
> FC(F)(F)/C(=N\P(=S)(N1CCOCC1)N1CCOCC1)N1CCOCC1
→ -0.1%[57.5 µM], 3%, -3%, i, 0%, -11%, i, -1%, 4%, 2%, -1%
> CC12CN3CC(c4ccccc4)(CN(C1)C31CCCCC1)C2=O
→ -0.9%, 1%, -2%, i, 16%, -14%, i, -1%, 9%, -3%, -9%
> COc1ccc(C(=O)O[C@H]2CC[C@@]3(C)[C@H]4CC[C@H]5[C@]3(C[C@]3(O)[C@H]6CN7C[C@H](C)CC[C@H]7[C@](C)(O)[C@]6(O)[C@H](O)C[C@]53O)O[C@]24O)cc1OC
→ 1.3%[9.22 µM], -12%[11.4 µM], 0%[7.6 µM], i, 11%[11.4 µM], 16%[11.4 µM], i, 1%[11.4 µM], 12%[11.4 µM], -2%[11 µM], ?

A portion of the library; the hit share may differ from the screen's.
